Screening results from PubChem BioAssay.
IL-1B inflam inh – inhibitors of inflammasome signaling (IL-1 beta secretion); 360,000 tested, 4.7% active; activity change, % at 57.5 µM; THP-1 LPS/ATP IL-1B secretion, AlphaLISA, 16 h; hits give low values; in the data active means activity change below about -50%; inconclusive means mostly about -30% to -49%; further: on the % scale 0 is the no-effect control and ±100 the full control effect
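Secreted IL-1B measured by AlphaLISA bead assay after 16 h compound exposure of THP-1 cells; compounds (final up to 57.5 uM) added 1 h before LPS (250 ng/mL) and ATP (1.25 mM) stimulation; lower signal means less secretion.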
HepG2 viability – kills HepG2 cells in TGF-b inhibitor counter-screen; HepG2 CAGA-GFP viability, ATP luminescence, 18 h; Potency, µM (titrated, usually from 46.1 µM), for inactives: at the highest dose activity change, negative = cytotoxicity, hits mostly cytotoxic; 410,000 tested, 0.76% active; AID 588856; further: potency means the concentration at half of the fitted maximal effect; some results filed as inactive show a strong effect at the top dose
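CellTiter-Glo luminescence gave cytotoxicity after 18 hours at 37 degrees C. The cells were HepG2 CAGA-GFP in 1% FBS DMEM, stimulated with 500 pg/mL TGF-beta after compound addition. %Activity was normalised to no-cell wells (complete cell-killing) and DMSO (no toxicity), and curves were fitted and classified.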
MCF10A rerep – induces DNA re-replication in MCF 10a normal breast cells; MCF 10A DNA re-replication, Hoechst nuclear intensity, 48 h; Potency, µM (titrated, usually from 46.1 µM), without a hit: top-dose activity, positive = re-replication, usual class: activators; 350,000 tested, 2.9% active; AID 624296; further: potency means the concentration at half of the fitted maximal effect; % of control where 0% means no effect; nearly all actives have a fitted effect of over 50% in size
ATXN viability – viability counter-screen for ATXN expression inhibitors; S2 cells (HEK-293 line with an ATXN2-luciferase reporter) viability, CellTiter-Fluor protease fluorescence, 24 h; Potency, µM (top dose mostly 56.7 µM), actives largely listed as cytotoxic; 400,000 tested, 0.49% active; AID 651635; further: potency means the concentration at half of the fitted maximal effect; nearly all actives have a fitted effect of over 40% in size
A549 tox – kills or reduces viability of A549 cells in Nrf2 counter-screen; Potency, µM (titrated, usually from 46 µM), for the others: at the top dose activity change, negative = cytotoxicity, usual class: inhibitors; A549 ARE-Fluc cells, CellTiter-Fluor viability, 18-24 h; 390,000 tested, 0.16% active; further: potency means the concentration at half of the fitted maximal effect; on the % scale 0 is the no-effect control and ±100 the full control effect
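Cytotoxicity counterscreen: CellTiter-Fluor fluorescence was measured in A549 ARE_Fluc cells after 18-24 h of compound exposure in a concentration series. The subsequent BugLite luminescent read reports ARE-luciferase activity.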
TGFb SMAD3 inh – blocks TGF-b signaling; HepG2 CAGA-GFP TGF-b/SMAD3 reporter, GFP fluorescence, 18 h; TGF-beta stimulated, 500 pg/mL final; Potency, µM (top dose mostly 46.1 µM), for inactives: at the highest dose activity, negative = inhibition, most hits filed as inhibitors; 410,000 tested, 1.2% active; AID 588855; further: potency means the concentration at half of the fitted maximal effect; on the % scale 0 is the no-effect control and ±100 the full control effect; nearly all actives have a fitted effect of over 65% in size
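Per well, imaged GFP fluorescence of HEPG2 CAGA-GFP cells gives the signal; cells get compound, then TGF-beta (500 pg/mL final), 18 h at 37 degrees C; %Activity versus -TGF-beta and +DMSO controls.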
Nrf2 activator – activates Nrf2 signaling; AREc32 ARE-luciferase reporter (MCF7-derived line), luminescence, 24 h; Potency, µM (top dose mostly 46.1 µM), for the others: at the highest dose activation, hits mostly activators; 410,000 tested, 0.31% active; AID 624171; further: potency means the concentration at half of the fitted maximal effect; % of control where 0% means no effect; nearly all actives have a fitted effect of over 65% in size
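AREc32 cells carrying an ARE-driven firefly luciferase reporter were seeded at 1000 cells/well in OPTI-MEM with 5% FBS, then exposed to compound for 24 hr at 37 deg C. Luminescence was read with Steady-Glo after 30 min at RT.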
ATXN2 expr inh – ATXN2 expression inhibition; AID 1745845; Potency, µM (top dose mostly 57 µM), inactives show at the highest dose activity change, negative = inhibition, usual class: inhibitors; HEK-293 ATXN2-luciferase reporter, luminescence, 24 h; 360,000 tested, 0.72% active; further: potency means the concentration at half of the fitted maximal effect; on the % scale 0 is the no-effect control and ±100 the full control effect; nearly all actives have a fitted effect of over 55% in size
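qHTS (up to 57 uM final) was run with 24 h compound exposure of reporter cells at 37 °C. Each well was multiplexed: SteadyGlo luminescence measured ATXN2-luciferase expression after a fluorogenic Gly-Phe-AFC viability readout (25 uM final).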
Nrf2 inh – Nrf2 pathway inhibition; 360,000 tested, 2.1% active; A549 ARE-Fluc reporter, luciferase luminescence, 18-24 h; Potency, µM (series often up to 46 µM), without a hit: top-dose activity change, negative = inhibition, hits mostly inhibitors; further: potency means the concentration at half of the fitted maximal effect; on the % scale 0 is the no-effect control and ±100 the full control effect; nearly all actives have a fitted effect of over 60% in size
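Nrf2 function is reported as luminescence of an ARE-controlled luciferase in A549 cells. Compounds were tested at several concentrations, and a CellTiter-Fluor read on the same wells flagged cytotoxicity.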
* marks the source's active call; other numbers are inactive results; i = inactive; ? = inconclusive; / = no result given; & = joins results of further samples; [ ] = remark or other dose. Unless noted, the call rests on the fitted dose curve; in most records, active means well fitted curve in the direction sought with a large enough effect; inconclusive means small, poorly fitted or top-dose-only effect, or another doubt; inactive means no such curve, though single readings can be large; an effect the other way counts as inactive or inconclusive.

no.	SMILES	IL-1B inflam inh	HepG2 viability	MCF10A rerep	ATXN viability	A549 tox	TGFb SMAD3 inh	Nrf2 activator	ATXN2 expr inh	Nrf2 inh
1	Cc1ccc(NC(=O)CC2S/C(=N/N=C3/NC(=O)CS3)NC2=O)cc1 (stereo unspecified)	-4	-3%	-3%	i	3%	10%	-0.4%	-2%	4%
2	O=C(CNC(=O)Cn1ccc2ccccc2c1=O)NCCCN1CCCCCC1	-9	0%	1%	i	0%	0%	-1.1%	-5%	-3%
3	COCCn1cnc2c1c(=O)[nH]c(=O)n2Cc1ccccc1	-10	3%	?	i	0%	6%	-0.2%	/	-19%
4	C=CCC(C(=O)OC)(C(=O)OC)c1ccccc1[N+](=O)[O-]	11	-1%	?	i	-4%	7%	-0.6%	14%	-17%
5	CCCCn1c(N)c(N(CC(C)C)C(=O)c2cc(C)nc3ccccc23)c(=O)[nH]c1=O	19	-1%	-1%	i	5%	-8%	0.4%	6%	2%
6	C[C@@H](C(=O)Nc1ccc2c(c1)OCCO2)n1nnc2ccccc2c1=O	-2	-1%	2%	i	0%	10%	0.0%	69%[activator]	15%
7	CC(C)C[C@H]1CN=C(Nc2ccccc2)N1CCCC1CCCC1	-63*	-99%	?	?	-1%	?	-0.7%	?	8%
8	COc1cccc(NC(=O)CCC2CCN(C(=O)C3CC=CCC3)CC2)c1 (stereo unspecified)	9	-2%	1%	i	1%	-1%	1.1%	-16%	12%
9	CC(C)(C)OC(=O)C[C@@H]1C/C=C\C[C@@H](CC(=O)N[C@H](CO)Cc2ccccc2)C(=O)N2CCC[C@H]2COC1=O	-24	3%	21%	?	-9%	?	-0.6%	2%	7%
10	OC(c1ccccc1)c1ncc(-c2cccc(OCc3ccccc3)c2)[nH]1 (stereo unspecified)	-12	-22%	/	i	/	0%	1.1%	3%	/
11	C/C(=N\NC(N)=S)c1cccnc1	-12	-13%	0%	i	-1%	-2%	-0.5%	0%	5%
12	COc1cc(CNCCCN2CCOCC2)c(Br)cc1OC(C)C	12	18%	1%	i	3%	-2%	-0.9%	-8%	6%

Full records, looked up by structure. Values in the order: IL-1B inflam inh | HepG2 viability | MCF10A rerep | ATXN viability | A549 tox | TGFb SMAD3 inh | Nrf2 activator | ATXN2 expr inh | Nrf2 inh
C=CCC(C(=O)OC)(C(=O)OC)c1ccccc1[N+](=O)[O-] is entered as 11 | -1% | ? | i | -4% | 7% | -0.6% | 14% | -17%
C/C(=N\NC(N)=S)c1cccnc1 is entered as -12 | -13% | 0% | i | -1% | -2% | -0.5% | 0% | 5%

Further structures:
no.	SMILES	IL-1B inflam inh	HepG2 viability	MCF10A rerep	ATXN viability	A549 tox	TGFb SMAD3 inh	Nrf2 activator	ATXN2 expr inh	Nrf2 inh
13	CCOc1ccc(CCNC(=O)Cc2ccc(NC3=NC4CS(=O)(=O)CC4S3)cc2)cc1OCC (stereo unspecified)	0	1%	0%	i	0%	9%	-0.7%	4%	0%
14	Cc1cc(C)n2nc(C(=O)N/N=C/C=C/c3ccccc3)nc2n1	-5	31%	-1%	i	17%	3%	-0.2%	/	10%
15	COC(=O)C1=C(C)N(Cc2ccc(OC)c(OC)c2)C(=O)C1	-18	2%	4%	i	2%	6%	3.5%	-12%	-21%
16	N#CCSc1nc2ccccc2c(=O)n1CCCC(=O)NCc1ccco1	-15	-20%	-1%	i	2%	-17%	2.2%	-27%	-22%
17	Cc1ccc(CNC(=O)CCc2c(C)nc3nc(CNC(=O)OC(C)(C)C)nn3c2C)cc1	/	-2%	/	i	3%	3%	0.8%	-14%	-13%
18	Cc1ccc2cc(/C=N/NC(=O)c3ccc(F)cc3)c(Cl)nc2c1	1	3%	1%	i	1%	15%	0.3%	-24%	-7%
19	CN(C)CCCn1c(NCc2ccc3c(c2)OCO3)nc2ccccc21	?	-15%	4%	i	5%	-11%	3.6%	-20%	0%
20	O=C(Nc1cccc2ccccc12)N1CCN(c2ccc(F)cc2)CC1	17	-10%	?	i	0%	16%	-0.4%	2%	3%
21	CC(=O)OC1CC[C@@]2(C)C(CCC3C2CC(=O)[C@@]2(C)C3CC3CC(C)=CC(=O)C32)C1 (stereo partly specified)	-7	-3%	-6%	i	-3%	-20%	-1.1%	/	-1%
22	O=[N+]([O-])c1cccc(C2Nc3cccc4cccc(c34)N2)c1	-8	5%	?	?	-15%	?	5.5%	2%	2%
23	CC(=O)OCC1OC(c2ccccc2)C(OC(C)=O)C(OC(C)=O)C1OC(C)=O (stereo unspecified)	21	-1%	-1%	i	-1%	11%	-0.8%	5%	5%
24	O=C1c2ccccc2C(Nc2ccc(F)cc2F)N1CCN1CCOCC1 (stereo unspecified)	-11	-7%	1%	i	12%	-7%	0.4%	-19%	-7%
25	CCOC(=O)C(=O)C1C(=O)Nc2ccccc21 (stereo unspecified)	12	9%	5%	?	-2%	13%	5.1%	/	-9%
26	COc1ccc(S(=O)(=O)NC(=O)C2(C)CCN2C(=O)C(C)(C)c2ccccc2)cc1 (stereo unspecified)	-6	-9%	/	i	/	3%	0.2%	5%	/
27	CN(C)c1ccc(CNC(=O)CN2C(=O)CSc3ccc(S(=O)(=O)N4CCCC4)cc32)cc1	/	-41%	/	/	-1%	0%	1.2%	/	15%
28	CCOC(=O)c1ccc(COC(=O)CNC(=O)CNC(=O)c2ccc(OC)cc2)o1	10	-26%	?	i	?	-9%	0.3%	1%	/
29	O=C(NC(=S)N1CCCCC1c1cccnc1)c1ccccc1 (stereo unspecified)	?	-26%	1%	i	-7%	-14%	0.1%	-4%	?
30	COc1ccc(Cn2c(CNS(=O)(=O)c3ccc(C)c(C)c3)nc3cccnc32)cc1	/	-12%	/	/	1%	?	3.1%	/	/
31	COc1ccc(-n2nnnc2SCC(=O)Nc2nnn(C)n2)cc1	13	-5%	1%	?	22%	11%	0.0%	-3%	4%
32	O=C(c1cc2cc(Cl)ccc2o1)N1CCCC1	10	-4%	3%	i	0%	-13%	1.4%	23%	-4%
33	Cn1c(CCNC(=O)C(C)(C)C)nc2ccccc21	19	-1%	2%	i	-5%	0%	-0.6%	3%	-1%
34	CC(C)N1C(=O)CCC1C(=O)O (stereo unspecified)	15	-6%	-39%[inhibitor]	i	-3%	1%	-0.4%	3%	-8%
35	CC(C)CCc1noc(CN(C)CCC2CCOCC2)n1	22	-1%	-6%	i	-1%	0%	0.1%	5%	-10%
36	Cc1cc(NC(=O)NCc2ccco2)ccc1NC(=O)NCc1ccco1	-17	7%	-27%	i	-1%	12%	3.7%	-13%	-4%
37	O=C(CSc1nnc(CNC(=O)c2ccco2)o1)Nc1cccc(Cl)c1	0	1%	3%	i	0%	-19%	0.5%	6%	3%
38	CC1=C[C@H](C)[C@H](c2c(F)cccc2Cl)CC1=O	4	-55%&-17%	0%	i	0%&-4%	-3%&-5%	-0.1%	14%	8%&-4%
39	O=C(Nc1cccc(S(=O)(=O)N2CCCCC2)c1)[C@@H]1CCCN1S(=O)(=O)c1ccccc1C(F)(F)F	?	8%	5%	i	-2%	-19%	0.4%	-8%	?
40	CC(C)NC1CCC(Nc2ccnc3cc(Cl)ccc23)CC1 (stereo unspecified)	-93*	-15%	13%	i	?	-1%	5.4%	?	-16%
41	CC(O)Cc1cn([C@@H](CCCCNC(=O)OC(C)(C)C)C(=O)N2CCN(C(=O)OC(C)(C)C)CC2)nn1 (stereo partly specified)	16	8%	-2%	i	-5%	-6%	0.3%	0%	2%
42	COc1ccc(N2CCN(Cc3nnnn3C3CCCCC3)CC2)cc1	-10	-7%	0%	i	-7%	0%	-0.2%	19%	2%
43	CCc1cccc(C)c1NC(=O)CCCn1c(=O)c2cccn2c2cccnc21	-8	6%&0%	2%	i	4%&19%	24%&0%	-1.3%&-1.2%	-7%	-9%&-11%
44	COc1cc(C(=O)N2CCN(C(=O)c3ccco3)CC2)c([N+](=O)[O-])cc1OC	5	-41%	-3%	i	-1%	0%	0.2%	-6%	12%
45	O=C(O)C1CCC(=O)N1Cc1ccc(F)cc1 (stereo unspecified)	5	-10%	16µM*	i	10%	-5%	-0.5%	1%	-29%
46	Cc1c(N=C/C=C/c2ccccc2)cnn1C	-10	-9%	1%	i	-7%	4%	-0.2%	-7%	17%
47	CCC1C(=O)CC2CCN3C(=O)CCC1C23 (stereo unspecified)	/	-3%	/	/	0%	-6%	/	/	4%
48	C=CCSC1=NNC(c2ccc(C(C)(C)C)cc2)=NN1	-6	-7%	-1%	i	5%	21%	0.3%	9%	?
49	CCOc1ccc(C(=O)Nc2ccc3c(c2)N(C(C)=O)CCC3)cc1OCC	/	6%	/	/	1%	-1%	0.1%	/	/
50	O=S(=O)(NC1=NCCCCC1)c1ccc(F)cc1	27	-18%	16%	i	2%	0%	-0.5%	7%	9%
51	CCN(CC)S(=O)(=O)c1ccc(OC(C)C)c(NC(=O)C2=COCCO2)c1	5	1%	7%	i	0%	-12%	-0.1%	-4%	-1%
52	Cc1cc2nc(-c3ccccc3)c(Cc3cccc(Cl)c3)n2c(C)c1Br	24	/	/	?	/	/	11%	-17%	/
53	COc1cc(S(=O)(=O)NCc2ccccc2)ccc1F	-23	-17%	-2%	i	-2%	16%	-0.2%	4%	/
54	Cn1c(SCC#N)nnc1-c1ccc2c(c1)OCO2	3	1%	-12%	i	0%	-14%	-0.4%	-8%	-2%
55	O=C(NC(=S)N(CC1CCC1)CC1CCCO1)c1cccc([N+](=O)[O-])c1 (stereo unspecified)	21	-5%	-2%	i	2%	-20%	-0.4%	/	?
56	COCC(=O)N1CCC2CC1c1c(-c3ccc(C(F)(F)F)cc3)cccc12 (stereo unspecified)	4	-5%	10%	?	9%	-20%	3.7%	-23%	-12%
57	CCOc1ccccc1NC(=O)C(NCCN(C)C)c1ccccc1 (stereo unspecified)	0	-2%	3%	?	3%	-3%	-1.3%	-8%	23%
58	COCCCn1nnnc1SCC(=O)N1CCN(C(=O)c2ccco2)CC1	7	-19%	8%	i	1%	-2%	-0.8%	-21%	?
